Screening results from PubChem.
Mtb FBA inh – inhibits M. tuberculosis FBA enzyme; P9WQA3; purified M. tuberculosis FBA, fluorescence read-out; inhibition, % at 1 µM; 360,000 tested, 2.3% active; in the data active = inhibition above about 27%;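 note: 0% = vehicle and 100% = reference inhibitor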
Target sequence (P9WQA3 whole entry, looked up): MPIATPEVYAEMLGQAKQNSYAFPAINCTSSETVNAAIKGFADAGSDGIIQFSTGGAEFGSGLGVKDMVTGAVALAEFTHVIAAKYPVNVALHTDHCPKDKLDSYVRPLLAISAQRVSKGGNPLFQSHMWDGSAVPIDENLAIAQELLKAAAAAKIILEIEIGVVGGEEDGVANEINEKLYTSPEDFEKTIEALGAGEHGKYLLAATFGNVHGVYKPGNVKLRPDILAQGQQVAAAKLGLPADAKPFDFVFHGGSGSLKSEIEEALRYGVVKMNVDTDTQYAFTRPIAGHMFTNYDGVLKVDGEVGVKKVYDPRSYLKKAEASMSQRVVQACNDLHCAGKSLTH
PrPC TRFRET – cell surface PrPC inhibition, primary TR-FRET screen. inhibition, % at 13.8 µM. 370,000 tested, 0.43% active. P04156. TR-FRET read-out; in the data active = inhibition above about 24%; note: 0% = median of the test wells and 100% = reference compound wells
BoNT A protease – BoNT A light chain protease inhibition | multiplex microsphere protease substrate cleavage, flow cytometry | inhibition, % at 10 µM | 360,000 tested, 0.17% active; in the data active = inhibition above about 30%; inconclusive = no clear call, values can overlap the other calls; note: plate controls were buffer without enzyme for full effect and enzyme alone for no effect
GDH-TPI counter – inhibits GDH-TPI coupling enzymes, artifact for Mtb FBA screen; inhibition, % at 4.8 µM; 360,000 tested, 1.2% active; GDH-TPI coupled enzyme counterscreen, NADH absorbance;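 note: 0% = DMSO wells and 100% = wells lacking the enzyme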
CCHFV vOTU inh – CCHFV vOTU protease inhibition; Pep-AMC fluorescence; inhibition, % at 11.5 µM; 370,000 tested, 0.55% active; note: 0% = vehicle wells with enzyme and 100% = no enzyme wells
BoNT-F LC inh – BoNT F light chain protease inhibition. Multiplex microsphere protease cleavage assay, flow cytometry. inhibition, % at 10 µM. 360,000 tested, 0.22% active. AID 588497; in the data active = inhibition above about 35%, passing the limit was not always enough; inconclusive = no clear call, values can overlap the other calls; note: plate controls were buffer without enzyme for full effect and enzyme alone for no effect
UGM FP inh – inhibitors of M. tuberculosis UDP-galactopyranose mutase; P9WIQ1; purified UGM, fluorescence polarization probe displacement; inhibition, % at 10 µM; 320,000 tested, 0.06% active; AID 504406; in the data active = inhibition above about 10%, passing the limit was not always enough; inconclusive = no clear call, values can overlap the other calls
Target sequence (P9WIQ1 whole entry, looked up): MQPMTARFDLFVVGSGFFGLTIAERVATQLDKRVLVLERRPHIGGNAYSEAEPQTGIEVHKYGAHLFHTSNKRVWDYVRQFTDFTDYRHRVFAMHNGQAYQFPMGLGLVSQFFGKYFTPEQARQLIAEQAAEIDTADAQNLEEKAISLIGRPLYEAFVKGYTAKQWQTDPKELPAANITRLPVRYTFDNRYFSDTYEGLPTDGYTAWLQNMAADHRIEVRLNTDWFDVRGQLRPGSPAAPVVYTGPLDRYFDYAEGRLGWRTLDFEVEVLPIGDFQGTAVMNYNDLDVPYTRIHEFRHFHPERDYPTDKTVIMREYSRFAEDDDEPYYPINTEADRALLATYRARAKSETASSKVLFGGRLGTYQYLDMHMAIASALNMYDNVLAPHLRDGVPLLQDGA
Mtb BioA inh – blocks M. tuberculosis BioA enzyme activity. purified M. tuberculosis BioA enzyme, plate reader. inhibition, % at 9.99 µM. 360,000 tested, 0.096% active. AID 602481; in the data active = inhibition above about 40%; inconclusive = no clear call, values can overlap the other calls
FadD28 binding – inhibitors of Mycobacterium tuberculosis FadD28 bisubstrate binding; FadD28 bisubstrate probe binding, fluorescence polarization; inhibition, % at 12.5 µM; 360,000 tested, 0.22% active; AID 588549; in the data active = inhibition above about 8.5%, passing the limit was not always enough; inconclusive = no clear call, values can overlap the other calls
* hit, by the source's call; ? = inconclusive; nt = not tested or not shown. Cut-off read from the data, not from the text of the source, unless noted: active = inhibition above about 30%; inactive = the rest.

SMILES	Mtb FBA inh	PrPC TRFRET	BoNT A protease	GDH-TPI counter	CCHFV vOTU inh	BoNT-F LC inh	UGM FP inh	Mtb BioA inh	FadD28 binding
Cc1ccc(C(=O)NC(=S)NNC(=O)CCN2CCOCC2)cc1	5	-1	-0.5	2	1	1	0.6	nt	-2.6
CC(Sc1nnc(-c2ccco2)n1C)C(=O)N1C(C)CCCC1C (stereo not drawn)	-1	1	-0.9	5	1	2	3.6	-0.6	-2.2
Cn1c(=O)n(Cc2ccc(Cl)cc2)c(=O)c2c1nc1n2CCN1Cc1ccco1	-1	-1	-0.8	6	11	-16	4.0	0.7	-3.4
COc1c(S(=O)(=O)N2CCN(C)CC2)ccc(Cl)c1Cl	0	2	1.7	3	0	?	3.3	-2.3	-6.6
Cc1cc(C)cc(-n2c(C)cc(/C=C3\C(=N)N4N=C(CC(C)C)SC4=NC3=O)c2C)c1	1	10	-0.6	-8	-5	-2	0.0	nt	-2.4
CCNC(=S)NCc1ccc(F)cc1	-1	-1	-0.8	4	-7	2	0.8	-0.2	-1.2
CC(c1cccs1)N(C)Cc1nc(CCc2ccccc2)no1 (stereo not drawn)	-1	6	0.1	0	1	3	0.5	nt	-1.0
COCc1c(Br)c(C)nc(OCC(=O)N/N=C/c2ccc(C)o2)c1C#N	-5	-4	-0.5	-3	10	-2	-1.1	nt	-3.4
O=C(CN1CCOCC1)Nc1nc(-c2ccc(Cl)cc2)cs1	6	8	-0.9	3	-11	-33	0.8	-0.3	-1.6
O=C(Nc1cc(Oc2ccc(Cl)cc2)cc([N+](=O)[O-])c1)c1ccco1	-1	-2	-0.3	9	2	-1	2.0	nt	-1.7
COc1ccc(C(N)CCc2ccco2)cc1 (stereo not drawn)	4	-1	9.7	3	2	-16	-0.3	-5.9	-1.4
O=C(NCCc1nnc2ccc(SCC(=O)N3CCCC3)nn12)c1ccc(F)cc1	1	-5	-1.4	-2	4	0	-1.6	0.1	-2.3
C=C(C)Cn1c(C(C)NC(=O)CCC)nc2ccccc21 (stereo not drawn)	1	-5	0.9	5	-12	7	0.3	-2.6	0.9
CC(C)(C)C(=O)NCc1ccc(C(=O)CN2C(=O)NC3(CCCC3)C2=O)s1	-2	-6	1.8	0	0	-5	nt	0.1	-4.9
NC(=O)c1ccccc1OCC(=O)NS(=O)(=O)c1ccccc1	3	2	?	0	-3	-2	3.3	nt	-2.2
Cc1coc(C)c1C(=O)CC1(O)C(=O)N(C)c2ccc(Cl)cc21 (stereo not drawn)	-2	-2	-0.2	8	1	-4	0.7	nt	0.0
O=C(Nc1ccccc1Cl)c1cc(C2CCCCN2C(=O)CCc2ccccc2)on1 (stereo not drawn)	-2	-1	-0.4	2	12	-3	nt	-1.7	-0.1
Cc1cccc(NC(=S)N2CCOCC2)c1C	2	1	0.0	-1	-1	-5	2.8	nt	-1.2
Cc1ccccc1NS(=O)(=O)c1ccc(C(=O)NCc2ccccc2CN2CCCC2)cc1	4	-7	-0.7	18	2	0	nt	-3.3	-0.6
C=CC(=O)Oc1ccc(N2Cc3ccccc3C2=O)cc1	1	nt	nt	3	nt	nt	5.4	-1.8	-0.2
COc1ccc(N2C(=O)C3C(C2=O)C(C(=O)c2ccc(Cl)cc2)N2CCCC32)cc1 (stereo not drawn)	-3	0	-2.6	10	0	?	-1.0	nt	-3.5
COc1ccc(-c2c/c(=N\c3nc(-c4ccccc4)c(C)s3)c3ccccc3o2)cc1O	-12	-10	-0.3	29	1	-16	2.7	-2.5	-1.8
CN(C)CCOC(=O)C12CC3CC(C1)CC(C(=O)OCCN(C)C)(C3)C2	3	1	?	-3	-9	?	5.0	nt	-1.4
COC(=O)c1ccc2nc(-c3ccc(F)cc3)c(Cc3ccccc3)n2c1	18	1	0.0	nt	3	-7	nt	-2.3	-0.7
O=C(O)c1cc(N/N=C/c2ccc(OCc3ccccc3)cc2)ccc1Cl	7	9	0.6	22	-6	-3	1.1	nt	3.3
New compounds follow.
SMILES	Mtb FBA inh	PrPC TRFRET	BoNT A protease	GDH-TPI counter	CCHFV vOTU inh	BoNT-F LC inh	UGM FP inh	Mtb BioA inh	FadD28 binding
CCCn1c(COc2ccccc2)nc2ccccc21	-2	-2	5.6	1	-7	42*	0.2	1.9	-0.2
CCOC(=O)c1cnc2ccc(OC)cc2c1NCc1ccccc1	8	-6	0.1	-4	3	-1	-1.3	2.9	-2.7
CC(C)(C)OC(=O)N1Cc2ccccc2C[C@H]1C(=O)NCC(=O)NCC1CCCO1 (stereo partly drawn)	6	8	-1.3	7	-2	-4	4.1	-3.6	-1.3
COCCNC(=O)c1cc(-c2ccccc2)n(CC2CC(c3ccc(OC)cc3)=NO2)n1 (stereo not drawn)	4	-1	-0.2	4	-2	4	0.6	4.1	2.1
COc1cc(/C=C(/C#N)C(=O)Nc2ccccc2)c(Br)cc1OCc1ccc(C(=O)O)cc1	4	3	0.1	19	0	4	4.7	2.2	-1.4
CCCCn1nnnc1C(c1cc2ccccc2o1)N1CCN(CC(=O)N2CCCC2)CC1 (stereo not drawn)	nt	2	-0.7	nt	-4	-2	nt	nt	nt
c1ccc2c(-c3nn4nnnc4c4ccccc34)cccc2c1	1	5	1.9	-4	16	-5	-3.5	-1.4	-3.1
O=C(N/N=C/c1cccn1-c1ccc([N+](=O)[O-])cc1)C(O)c1ccccc1 (stereo not drawn)	-4	-32	0.6	16	2	5	0.4	1.1	-4.9
CCNc1nc(NCC)n2c(SCC(=O)c3ccc(C(C)C)cc3)nnc2n1	-4	3	-0.2	-13	8	-1	2.2	nt	-3.1
Cc1nnsc1C(=O)NC1CCCc2c1cnn2-c1ccc(C(C)(C)C)cc1 (stereo not drawn)	0	6	-0.8	3	0	-3	1.5	1.5	-4.0
O=C(O)C1CCCN1C(=O)Nc1ccc(Cl)cc1 (stereo not drawn)	-1	2	0.2	-8	0	4	nt	nt	-4.5
CC(C)NC(=O)c1ccc(Sc2ccccc2)c([N+](=O)[O-])c1	1	-11	-0.6	2	3	-9	2.5	nt	-0.1
COc1ccccc1NC(=O)CSc1nc2ccccc2n1C(C)=O	0	4	-0.5	7	-8	-6	0.8	0.6	0.6
Cc1ccc2nc(-c3ccccc3)c(Cc3ccccc3C(F)(F)F)n2c1	6	-4	0.9	nt	16	0	nt	0.2	-0.9
CC1(C)Cc2c(C#N)c(NCCO)nc(-c3ccco3)c2CO1	59*	6	-1.3	14	-32	2	0.7	-1.3	-2.8
CC(C)(C)C(=O)CN1C2=NCCN2c2ccccc21	-4	-9	0.1	-4	9	5	-1.0	nt	1.1
Cc1nnc(N/N=C/c2cccs2)[nH]c1=O	-1	-3	-0.7	17	5	-1	-1.7	nt	-2.8
COc1cc(/C=N/NC(=O)c2cc(O)cc(O)c2)ccc1OC(=O)c1ccccc1	0	-4	-1.4	13	14	-10	-2.0	-8.3	-4.8
CCn1c(O)c(N=Nc2ccc(Cl)c(C(=O)O)c2)c2ccccc21	-19	1	0.8	35*	8	3	0.7	0.5	0.7
Brc1cccc(OCCCNC2CCCC2)c1	12	2	0.7	6	-11	-20	-1.3	-1.1	-3.1
Cc1nnc(-c2ccccc2)c[n+]1[O-]	3	-17	-1.0	5	-2	-1	-0.4	nt	1.3
CCOC(=O)C1=C(C)N(CCCC(=O)O)C(=O)NC1c1cccs1 (stereo not drawn)	-1	4	-0.6	13	-1	3	-0.4	-0.2	-3.9
COc1cccc(-c2cccc(NC(=O)C3CCN(Cc4ccc(C)o4)CC3)c2)c1	2	-5	0.4	10	-16	5	4.5	-1.1	-3.0
COC(=O)C1=C(c2ccc(C(C)=O)cc2)C[C@@H]2CC[C@H]1N2C(=O)NCc1ccc(F)cc1	1	-3	0.4	5	-11	-3	-1.0	-0.1	-3.8
O=C(Oc1ccc(Cl)c(Cl)c1)C1=CC=CN2CCS(=O)(=O)N=C12	14	-2	nt	8	-10	nt	3.5	-0.4	1.0
(list continues)
SMILES	Mtb FBA inh	PrPC TRFRET	BoNT A protease	GDH-TPI counter	CCHFV vOTU inh	BoNT-F LC inh	UGM FP inh	Mtb BioA inh	FadD28 binding
O=C(Nc1cccc(F)c1)c1ccc(-c2cccnc2)c2ccoc12	1	nt	-1.2	6	nt	-18	nt	3.8	-0.4
COc1c(S(=O)(=O)n2nc(C)cc2C)ccc(Cl)c1Cl	0	-5	-0.9	-8	-5	-5	3.1	-0.2	-23
O=C(NC(=S)NNS(=O)(=O)c1ccc(Cl)cc1)c1cccnc1	1	6	-2.0	8	2	-2	-0.3	nt	1.3
COc1ccc(NC(=O)c2cc(-c3cccs3)on2)cc1OC	-2	4	?	16	-4	2	0.6	nt	-1.2
CCCCCCCCCCCCCCC(O)C[N+](C)(CCO)CCO (stereo not drawn)	-2	3	-0.3	-3	20	-30	nt	nt	17*
COc1cc(CC(NC(C)=O)C(=O)NC2CCN(C(=O)c3ccc(C)cc3)CC2)cc(OC)c1 (stereo not drawn)	0	-1	-0.2	3	-12	43*	-0.1	-0.5	0.3
CCOC(=O)c1cc2c(c(CCO)n1)[C@H](CCO)N(S(=O)(=O)C(C)(C)C)C2	0	-8	0.2	7	-6	-3	nt	-1.1	1.2
Cn1ncc(Cl)c1C(=O)NNC(=O)Nc1cccc2ccccc12	14	1	1.7	4	9	2	-1.1	-1.4	1.3
CC1CC/C(=N/Nc2ccccc2)C(=O)N1 (stereo not drawn)	-1	1	-0.8	27	-5	-3	-0.6	nt	-1.8
NC(=O)[C@H]1CC2(CC(c3cccc(NC(=O)CC(c4ccccc4)c4ccccc4)c3)=NO2)CN1C(=O)C(c1ccccc1)c1ccccc1 (stereo partly drawn)	-1	1	-0.3	13	7	-6	0.7	0.0	-1.2
COc1ccc(CN(C)C(=O)CNC(=O)c2ccc(C)cc2)cc1	0	-2	1.3	2	7	-7	2.6	0.7	0.6
COCCN(C(=O)CCC(=O)Nc1ccccn1)C(C(=O)NCCC(C)C)c1ccc(F)cc1 (stereo not drawn)	1	-5	-2.0	1	-3	-13	-1.8	0.0	-0.9
CC(OC(=O)CN1C(=O)NC2(CCCCC2C)C1=O)c1ccccc1 (stereo not drawn)	0	-4	0.0	-9	-1	-5	-0.7	2.4	-1.7
CCOc1ccc(C(=O)NCC(=O)NCC(c2cccs2)N2CCOCC2)cc1 (stereo not drawn)	2	-2	nt	-5	-4	nt	-2.1	0.6	-3.4
Cc1ccc(/C=N/n2cnc3sc4c(c3c2=O)CCCC4)o1	3	4	-1.7	23	2	-12	-2.4	-1.3	-1.1
C/C(Cl)=C/Cn1c(NCCCn2ccnc2)nc2c1c(=O)[nH]c(=O)n2C	0	0	-2.1	1	3	-32	3.8	1.1	-1.3
Nc1nnn(CC(=O)N/N=C/c2cn[nH]c2-c2ccccc2)n1	1	8	nt	1	-5	nt	1.9	2.7	-4.4
CCOC(=O)/C=C/c1ccc(C(F)(F)F)cc1S(=O)(=O)NC(C)(C)C	1	4	-0.1	2	18	6	1.0	0.3	-0.5
CC(C)(C)OC(=O)N1Cc2ccccc2C[C@H]1C(=O)NCC(=O)NC1CCCCC1	0	5	0.1	5	17	0	-1.2	0.5	-3.8
CCNS(=O)(=O)c1cc(OC)c(Cl)cc1OC	0	2	-0.8	9	-25	-4	-1.7	nt	?

Some of the entries so far, bar-delimited.
SMILES | Mtb FBA inh | PrPC TRFRET | BoNT A protease | GDH-TPI counter | CCHFV vOTU inh | BoNT-F LC inh | UGM FP inh | Mtb BioA inh | FadD28 binding
O=C(NC(=S)NNS(=O)(=O)c1ccc(Cl)cc1)c1cccnc1 | 1 | 6 | -2.0 | 8 | 2 | -2 | -0.3 | nt | 1.3
COc1cc(CC(NC(C)=O)C(=O)NC2CCN(C(=O)c3ccc(C)cc3)CC2)cc(OC)c1 (stereo not drawn) | 0 | -1 | -0.2 | 3 | -12 | 43* | -0.1 | -0.5 | 0.3
CC1CC/C(=N/Nc2ccccc2)C(=O)N1 (stereo not drawn) | -1 | 1 | -0.8 | 27 | -5 | -3 | -0.6 | nt | -1.8
COc1c(S(=O)(=O)n2nc(C)cc2C)ccc(Cl)c1Cl | 0 | -5 | -0.9 | -8 | -5 | -5 | 3.1 | -0.2 | -23

Results in PrPC TRFRET, GDH-TPI counter and Mtb BioA inh, for some of the entries so far:
| molecule | PrPC TRFRET | GDH-TPI counter | Mtb BioA inh |
| --- | --- | --- | --- |
| COc1c(S(=O)(=O)n2nc(C)cc2C)ccc(Cl)c1Cl | -5 | -8 | -0.2 |
| O=C(NC(=S)NNS(=O)(=O)c1ccc(Cl)cc1)c1cccnc1 | 6 | 8 | nt |
| COc1ccc(NC(=O)c2cc(-c3cccs3)on2)cc1OC | 4 | 16 | nt |
